XiGFP reactiv: activators of X-chromosome reactivation in mouse fibroblasts. XiGFP mouse fibroblasts, % GFP-positive cells imaging, 3 d; cells co-treated with 5-aza-dC sensitizer; scaled so ellipticine positive control = 100%. actives 0.055% (n = 360,000). activation, % at 7.58 µM. AID 743238;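 active = mean normalized replicate activation at least 10% and every replicate at or above 10%; inconclusive = only one of the two criteria met; inactive = mean below 10% and not all replicates reach 10%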;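 also: 0% = median of on-plate neutral control wells and 100% = ellipticine 6 µM median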
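Assay system – SV40-immortalized XiGFP fibroblast cells, line 68-5-11 · Buffer or medium – DMEM supplemented with 5-aza-dC as sensitizing agent · Dosing – one concentration, pinned · Benchmarks – positive control ellipticine, 6 µM final · Times – 3 days compound exposure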
INS-1E GSIS act: primary screen for activators of insulin secretion dependent on glucose, INS-1E cells, GLuc reporter luminescence | INS-1E GLuc reporter insulin secretion, 2-3 h | activation, % at 16.6 µM | actives 0.61% (n = 370,000) | AID 743287;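 active = lowest replicate activation of at least 40%, so every replicate reaches that level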;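 also: 0% = median of neutral control wells and 100% = median of IBMX positive control wells; some compounds called inactive have numbers as strong as hits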
ARNT-TACC3 inh: ARNT/TACC3 interaction disruption. Q9Y6A5. AlphaScreen His-ARNT PAS-B/GST-TACC3 binding, luminescence; TACC3 fragment carries E629A point mutation. inhibition, % at 9.99 µM. actives 0.66% (n = 390,000). AID 623870;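 active = mean inhibition of replicates at least 50% and at least half of replicates each reaching 50%; inconclusive = half or more replicates reach 50% but mean below 50%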;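 also: 0% = complete ARNT plus TACC3 wells and 100% = ARNT alone without TACC3; many hits fall short of the cut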
ERp5 inh: blocks human ERp5 reductase activity on insulin. actives 0.05% (n = 350,000). ERp5 insulin aggregation, absorbance 650 nm, 90 min. Q15084. inhibition, % at 9.99 µM;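 active = mean replicate inhibition above about 25%, with every replicate also reaching it, limit read from the data, passing the limit was not always enough; inconclusive = only one of those two criteria met; inactive = neither criterion met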
Target sequence (Q15084 whole entry, looked up): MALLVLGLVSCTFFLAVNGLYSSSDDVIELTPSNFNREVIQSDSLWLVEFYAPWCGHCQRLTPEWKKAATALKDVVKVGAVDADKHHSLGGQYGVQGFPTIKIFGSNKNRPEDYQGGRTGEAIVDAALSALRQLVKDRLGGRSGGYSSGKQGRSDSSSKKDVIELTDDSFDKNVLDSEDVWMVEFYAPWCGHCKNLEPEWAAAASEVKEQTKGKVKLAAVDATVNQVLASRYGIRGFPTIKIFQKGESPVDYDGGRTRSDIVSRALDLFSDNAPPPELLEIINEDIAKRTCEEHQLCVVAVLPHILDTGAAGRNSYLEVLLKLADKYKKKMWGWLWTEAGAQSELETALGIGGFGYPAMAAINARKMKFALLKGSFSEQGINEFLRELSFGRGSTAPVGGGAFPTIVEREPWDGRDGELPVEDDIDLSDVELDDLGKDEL
PAX8 inh HTS: inhibitors of PAX8 transcriptional activity in RMG-I cells. RMG-I TPO-luciferase reporter, SteadyGlo, 24 h. AID 652154. inhibition, % at 12.6 µM. actives 1.2% (n = 360,000);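 active = mean replicate inhibition at least 60% with every replicate also reaching 60%; inconclusive = only one of the two criteria is met; inactive = mean below 60% and not all replicates reaching 60%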;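 also: luciferase light reporting Pax8 driven TPO promoter activity; plate controls were median of neutral control wells for no effect and mitoxantrone controls for full effect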
CFTR F508del cor: correctors of CFTR F508del function in bronchial epithelial cells | actives 0.36% (n = 350,000) | activity (quench increase), % at 7.58 µM | CFBE cells, YFP halide quenching; stimulated with forskolin plus potentiator P3; % fluorescence drop versus neutral controls;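 active = mean added fluorescence quench of at least 8% versus neutral control, with both replicates also reaching 8%; inconclusive = only one of the mean or replicate conditions met; inactive = mean below 8% and not both replicates reaching 8%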;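 also: cells transiently co-express mutant CFTR-F508del with the halide-sensitive YFP; corrector assay measuring rescue of mutant channel to the surface after 24 h compound exposure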
DENV2 CPE rescue: DENV2-induced cell death inhibition; DENV2-infected cells, cytopathic effect rescue, plate reader; CPE inhibition, % at 9.99 µM; actives 1.7% (n = 350,000); AID 651640; in the data active = CPE inhibition above about 20%, passing the limit was not always enough; inconclusive = no clear call, values can overlap the other calls; tested in BHK-21 cells;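 also: 0% = median of neutral control wells and 100% = median of positive control wells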
EWS-Fli block: blocks EWS/Fli oncoprotein-driven transcription; actives 0.67% (n = 350,000); inhibition, % at 12.6 µM; A673 NR0B1-luciferase reporter, viability-normalised;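 active = mean inhibition of at least 50% after viability correction, with every replicate also passing that limit; inconclusive = mean reaches 50% but only one of two replicates passes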;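 also: firefly luciferase signal divided by Alamar Blue viability fluorescence both relative to DMSO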
* hit, by the source's call; u = inconclusive; x = no result given; & = joins results of further samples.

structure | XiGFP reactiv | INS-1E GSIS act | ARNT-TACC3 inh | ERp5 inh | PAX8 inh HTS | CFTR F508del cor | DENV2 CPE rescue | EWS-Fli block
COc1ccc(/C=N/N2C(=N)SCC2=O)cc1 | -0.2 | 18 | 1 | 3 | -90 | 2.0 | 1 | -27
Cc1nc(SCC(=O)NC2CCCC2)c2c(C)c(C)sc2n1 | 0.2 | -12 | -20 | -2 | -6 | 2.8 | -2 | -4
CCOc1ncccc1C(=O)OCC(=O)c1ccccc1 | -0.2 | 31 | 29 | 4 | -7 | 1.7 | 0 | 2
COC(=O)/C=C/C1=CN(Cc2ccccc2)CCC1=O | 0.9 | 4 | 7 | -7 | -4 | 1.1 | u | -7
CCc1noc(C)c1C(=O)OCC(=O)NCc1ccccc1OC | 0.0 | 14 | x | -5 | 3 | -1.1 | 9 | -2
COc1ccccc1C(=O)COC(=O)Cc1c[nH]c2ccccc12 | -0.1 | -8 | 5 | -3 | -7 | -1.9 | 8 | 2
CC(C)CCNC(=O)CSc1nc2ccccc2s1 | -0.2 | 15 | 11 | 6 | 38 | 3.0 | -4 | 10
Cc1onc(-c2ccccc2Cl)c1C(=O)NNC(=O)c1ccccc1F | 0.0 | -3 | 5 | 5 | 17 | 2.0 | -5 | 2
CC(=O)c1cccc(OC(=O)c2ccccc2)c1 | -0.1 | 25 | 0 | -1 | -21 | -4.1 | -5 | -31
Cc1ccc(/C=C/C(=O)OCC(=O)NCCN2C(=O)CSC2=O)o1 | 0.5 | 11 | -5 | 1 | -13 | 1.4 | -8 | 0
Cc1ccc(CCNC(=O)C2CCC(=O)N(CC3CCCCC3)C2)cc1 (configuration not stated) | 0.1 | 16 | 0 | -12 | 9 | 1.3 | 9 | 0
CCOC(CNCc1cc(C)c2[nH]c3ccccc3c2c1C)OCC | 0.1 | -28 | 6 | 0 | -3 | 5.7 | -5 | 5
C[C@@H]1CN([C@H](C)CO)S(=O)(=O)c2ccc(/C=C/c3ccccc3)cc2O[C@H]1CN(C)C(=O)CN1CCOCC1 | -1.0 | 7 | 4 | 3 | 1 | -1.0 | 3 | -5
CCN(CC)C(=O)CNC(=S)N(CCCN1CCOCC1)Cc1cccs1 | 0.1 | 4 | 0 | x | -8 | x | x | x
COC(=O)c1cccc(CSc2nc(-c3ccccc3)c(C#N)c(=O)[nH]2)c1 | 0.0 | 13 | -1 | 1 | -2 | -15 | -5 | -17
O=C(/C=C/c1ccccc1Cl)Nc1ccc(S(=O)(=O)Nc2ncccn2)cc1 | 0.0 | -2 | 6 | -7 | 30 | -0.1 | 0 | 16
C[C@H](CO)N1C[C@H](C)[C@H](CN(C)Cc2ccc(F)cc2)Oc2ncc(C3=CCCC3)cc2C1=O | -0.1 | 0 | 9 | 3 | x | -3.0 | -6 | 10
CC1(C(=O)NS(=O)(=O)c2ccc(C#N)cc2)CCN1C(=O)CC1CCCC1 (configuration not stated) | 0.1 | -6 | x | -4 | -6 | 2.9 | 3 | 4
Cc1ccc(S(=O)(=O)N(C)c2cccc3c2S(=O)(=O)N([C@H](C)c2ccccc2)C[C@@H](COCc2ccccc2)O3)cc1 | 0.5 | x | x | 1 | 12 | 0.4 | -5 | 13
C[C@H](CO)N1C[C@H](C)[C@H](CN(C)Cc2ccncc2)Oc2ccc(NS(C)(=O)=O)cc2C1=O | 0.0 | 18 | -3 | -4 | -24 | -1.1 | 1 | -6
C[C@H]1CN([C@@H](C)CO)C(=O)CCCn2nncc2CO[C@@H]1CN(C)S(=O)(=O)c1ccc(C#N)cc1 | -0.7 | 0 | x | -1 | 5 | 1.0 | -15 | -1
Cc1cc(OC(C)C(=O)NCC2CCCO2)cc(C)c1Cl (configuration not stated) | 0.3 | 4 | 0 | -2 | -12 | -2.1 | 2 | -6
O=S(=O)(c1ccc(Cl)cc1)N1CCN(c2nc(-c3cccs3)nc3ccccc23)CC1 | 0.0 | 6 | -1 | -9 | 4 | 5.2 | u | 18
CCOc1ccc(NC(=O)Nc2ccc(NC(C)=O)cc2)cc1 | 0.0 | 9 | -10 | 4 | 1 | x | -2 | -1
COc1ccccc1NS(=O)(=O)c1cc(NC(=O)c2ccc(=O)[nH]c2)ccc1N1CCOCC1 | 0.0 | 6 | 17 | -9 | -12 | x | x | -8
O=C(N[C@@H](c1ccccc1)[C@H](O)c1ccccc1)[C@@H]1CCCN1C(=O)OCc1ccccc1 | 0.0 | -7 | x | -1 | 15 | 2.7 | 7 | 3
O=C(CCSc1ccc(Br)cc1)c1ccc(O)cc1 | 0.0 | 20 | -8 | 4 | 22 | -2.2 | 0 | -3
O=C(NCCc1ccccc1)c1ccc2c(c1)S(=O)(=O)c1ccccc1C2=O | 0.0 | 1 | -16 | 2 | -18 | 1.3 | 1 | 21
Nc1nc(=S)n(-c2ccccc2)[nH]1 | 0.1 | -1 | -7 | 10 | 16 | 1.3 | -2 | 3
CCn1ncc(Br)c1C(=O)Nc1ccc(-c2ccno2)cc1 | 0.0 | -1 | 2 | -5 | 1 | -0.5 | -4 | x
O=C(c1ccccc1)N1CCN(c2cc(-c3ccccc3)nc3cc(-c4cccc(Cl)c4)nn23)CC1 | -0.1 | 0 | x | 8 | 40 | -2.0 | -11 | -23
C[C@H]1CN([C@@H](C)CO)C(=O)CCCn2nncc2CO[C@@H]1CN(C)S(=O)(=O)c1cccs1 | 0.2&-0.4 | 14&0 | -5 | -6&-4 | -8&-4 | -0.5&2.5 | -1&6 | -3&2
O=c1c2c3nc4ccccc4nc3n(/N=C/c3ccccn3)c2ncn1-c1ccccc1 | 0.2 | -12 | 3 | -2 | -1 | u | 2 | 47
CC1CN(C2CCCCC2)C(=S)N(c2ccccc2)C1=O (configuration not stated) | -0.2 | 14 | -5 | 2 | -7 | 1.3 | 0 | -9
CO[C@@H]1CN(C)C(=O)c2cc(NC(=O)Nc3ccc4c(c3)OCO4)ccc2OC[C@H](C)NC[C@@H]1C | 0.4 | -3 | -1 | 8 | -92 | 0.2 | -2 | -133
CCOC(=O)c1c2c3c(cccc3[nH]c1=O)C(=O)c1ccccc1-2 | 0.4 | -16 | 1 | 7 | 5 | 1.8 | x | -13
COc1ccc(N2C(=O)Cc3c2nc(N)c(C#N)c3N)cc1 | -0.1 | 42 | 1 | 3 | 10 | 0.7 | -3 | 6
CCc1ccc(C(=O)NNC(=O)c2cccc(S(=O)(=O)N3CCN(C)CC3)c2)cc1 | 0.0 | 10 | 1 | 5 | -20 | -1.2 | 0 | -6
Cn1cc(C(=O)N/N=C/c2ccc([N+](=O)[O-])cc2)c2ccccc21 | -0.1 | 4 | -4 | 1 | 18 | x | 7 | -18
COc1ccc(S(=O)(=O)N(C)C[C@@H]2Oc3ccc(NS(=O)(=O)c4cccs4)cc3C(=O)N([C@H](C)CO)C[C@H]2C)cc1 | 0.3 | 2 | -7 | 3 | x | -1.7 | -1 | -7
COc1ccc(OC2C(=O)N(c3ccc(F)cc3)C2c2ccc(OC)c(OC)c2)cc1 (configuration not stated) | x | 2 | -4 | 0 | x | 1.3 | 8 | -4
COc1ccccc1CNC(=O)CCc1c(C)nc2cc(-c3ccccc3OC)nn2c1C | -0.2 | -8 | -14 | -3 | -1 | 0.9 | -6 | 3
O=C(O)CC(NC(=S)NCc1ccccc1)C(=O)O (configuration not stated) | x | -14 | -6 | -4 | x | -1.3 | -1 | 9
COCC(C)NC(=O)c1cc(-c2cccc(OC)c2)on1 (configuration not stated) | x | 5 | 0 | 5 | x | 2.2 | 0 | -61
CO[C@H]1CN(C)C(=O)c2ccc(NS(=O)(=O)c3ccccc3)cc2OC[C@@H](C)N(Cc2cccnc2)C[C@@H]1C | 0.1 | -13 | -1 | -11 | 6 | 5.0 | 9 | -7
C[C@H](CO)N1C[C@H](C)[C@@H](CN(C)Cc2ccc(-c3ccccc3)cc2)Oc2c(NC(=O)Nc3ccc(C(F)(F)F)cc3)cccc2C1=O | 0.0&0.0 | -11&-9 | -1&-3 | 10&1 | -4 | 1.5&-0.9 | u | 5&-5
O=C(O)c1cccnc1SCc1ccccc1Cl | 0.2 | -28 | -1 | 3 | 13 | -1.3 | 1 | 0
C[C@@H]1CCCCO[C@@H](CN(C)C(=O)Nc2ccc3c(c2)OCO3)[C@@H](C)CN([C@H](C)CO)C(=O)c2cc(NC(=O)Cc3ccccc3)ccc2O1 | -0.7 | 0 | -16 | x | -9 | -0.1 | 0 | -6
O=C1CCC([N+](=O)[O-])C(c2ccccc2C(F)(F)F)N1 (configuration not stated) | -0.1 | -3 | -5 | -7 | -9 | -1.0 | -1 | 4
Cc1ccc(NC(=O)COc2ccc(Br)cn2)cc1 | 0.7 | 9 | 0 | 5 | -5 | -4.7 | -6 | -1
COC(=O)CN(c1cccc(C)c1)S(=O)(=O)c1ccccc1 | 0.3 | 46* | -11 | -4 | x | -0.7 | 6 | x
O=C(COC(=O)/C=C/c1ccc(F)cc1)NC1CC1 | -0.1 | 2 | 1 | 6 | -5 | 0.9 | -8 | 3
Cc1noc(C)c1NC(=O)Nc1ccc2c(c1)C(=O)N([C@@H](C)CO)C[C@H](C)[C@@H](CN(C)C)O2 | -0.7 | 12 | -4 | 2 | -4 | -3.5 | -6 | -9
C[C@H](CO)N1C[C@H](C)[C@H](CN(C)C(=O)C2CC2)Oc2cc(-c3ccccc3)ccc2S1(=O)=O | 0.3 | -2 | x | x | x | -2.5 | x | -12
C[C@@H]1CN([C@H](C)CO)C(=O)Cc2cc(NC(=O)CCC(F)(F)F)ccc2O[C@H]1CN(C)Cc1ccc2c(c1)OCO2 | 0.3 | -5 | -6 | -1 | -36 | 0.4 | 45* | -2
COc1cc(/C=N/O)ccc1Oc1cnccn1 | 0.0 | 48 | -3 | u | 0 | 0.5 | 10 | -2
O=C(CN1CCCC1)NCc1ccccc1 | 0.0 | 6 | -2 | 1 | -2 | -1.1 | -2 | -2
O=C(c1cc(Cl)nc2ccccc12)N1CCN(S(=O)(=O)c2ccccc2[N+](=O)[O-])CC1 | 0.0 | -10 | -3 | 2 | 14 | 1.2 | -4 | x
CCOc1ccc(/C=N/Nc2ccc(Cl)nn2)c(O)c1 | 0.3 | 5 | x | 4 | 1 | 7.2 | -7 | -4
COC(=O)CCCCCCCCCC[N+]1(C)CCCCC1 | 0.0 | 26 | -2 | x | -3 | x | x | x
COC(=O)C1CCN(C(=O)COc2ccc(S(=O)(=O)N3CCOCC3)cc2Cl)CC1 | -0.1 | x | -8 | -1 | 12 | 1.0 | -10 | 5
C[C@H]1CN([C@@H](C)CO)C(=O)c2cc(NC(=O)Nc3ccc(F)cc3)ccc2O[C@H]1CN(C)Cc1ccc(Oc2ccccc2)cc1 | 0.0 | -25 | 7 | 11 | x | 2.3 | 10 | 1

Assay outcomes deposited in PubChem BioAssay by Broad Institute.
